Screening data from PubChem BioAssay.
RmlCD inh 1536: blocks M. tuberculosis RmlC and RmlD coupled enzymes; inhibition, % at 3.6 µM; P9WH09+P9WH11; AID 1533; hit rate 0.03% among 160,000; RmlC+RmlD coupled enzyme assay, percent inhibition; primary screen in compound mixtures; in the data active = inhibition mostly above about 34%, no sharp cut-off; inconclusive = no clear call, values can overlap the other calls; inactive = mostly below about 22%; note: some results filed as inactive read as strong as hits
Target sequence (P9WH09 whole entry, looked up): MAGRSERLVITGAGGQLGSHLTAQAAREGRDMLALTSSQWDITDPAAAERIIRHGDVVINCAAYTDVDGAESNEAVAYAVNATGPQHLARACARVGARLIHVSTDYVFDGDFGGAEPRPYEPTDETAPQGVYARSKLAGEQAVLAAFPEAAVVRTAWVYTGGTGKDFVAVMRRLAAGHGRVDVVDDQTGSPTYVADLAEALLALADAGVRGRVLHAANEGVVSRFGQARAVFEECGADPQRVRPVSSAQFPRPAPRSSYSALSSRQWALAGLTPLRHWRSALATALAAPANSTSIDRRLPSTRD
Target sequence (P9WH11 whole entry, looked up): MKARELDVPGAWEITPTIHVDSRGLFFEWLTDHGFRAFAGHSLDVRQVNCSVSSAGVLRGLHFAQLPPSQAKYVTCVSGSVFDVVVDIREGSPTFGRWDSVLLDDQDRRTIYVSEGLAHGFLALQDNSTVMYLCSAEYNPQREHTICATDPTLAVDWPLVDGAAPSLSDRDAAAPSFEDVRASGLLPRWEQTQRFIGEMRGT
M. tuberculosis GlmU: inhibition of mycobacterial GlmU enzyme – biochemical, glucosamine-1-phosphate acetyltransferase (AID 1376); M. tuberculosis GlmU acetyltransferase enzyme assay; higher % means a stronger effect; inhibition, %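 (tested at 30 µM in the primary screen)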; hits with a dose series show IC50 in µM; hit rate 0.25% among 220,000; in the data active = inhibition above about 13%; inconclusive = no clear call, values can overlap the other calls;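 note: 0% = complete reaction with vehicle and 100% = reaction without substrate; strong numbers were not always called active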
* = called active by the depositor; ? = inconclusive; · = not tested or not shown.

> C=CCOC(=O)C1=C[C@H](c2coc3ccccc3c2=O)C[C@H](OCc2ccc(CO)cc2)O1
  RmlCD inh 1536: ·
  M. tuberculosis GlmU: 1.9%
> CN(c1ccccc1)c1ccc(/C=C(\CCC(=O)O)c2nc3ccccc3s2)cc1[N+](=O)[O-]
  RmlCD inh 1536: 4
  M. tuberculosis GlmU: 8.1%
> CCCn1c(SCC(=O)NC2CCCCC2)nnc1-c1ccccn1
  RmlCD inh 1536: -11
  M. tuberculosis GlmU: -2.7%
> CC(CCc1ccccc1)NC(=O)C(=O)NCc1ccccc1 (stereo not drawn)
  RmlCD inh 1536: -9
  M. tuberculosis GlmU: 1.0%
> COc1ccc(OC)c(S(=O)(=O)N(C)CC(=O)N2CCN(c3cccc(Cl)c3)CC2)c1
  RmlCD inh 1536: ·
  M. tuberculosis GlmU: 0.2%
> NC(=O)c1ccc(NC(=O)CCCN2C(=O)c3ccccc3C2=O)cc1
  RmlCD inh 1536: ·
  M. tuberculosis GlmU: 4.7%
> CC(Cc1ccccc1Sc1ccccc1O)N(C)C (stereo not drawn)
  RmlCD inh 1536: -8
  M. tuberculosis GlmU: 2.5%
> CN1CCN(c2ncnc3sc(-c4ccccc4)cc23)CC1
  RmlCD inh 1536: 5
  M. tuberculosis GlmU: 1.1%
> CN(C)C(=O)C1CCC(=O)N1Cc1cccs1 (stereo not drawn)
  RmlCD inh 1536: ?
  M. tuberculosis GlmU: -3.5%
> COc1ccc(C(=O)[C@H]2[C@H]3C(=O)N(c4ccc(C)cc4)C(=O)[C@H]3C3C=CC=NN32)cc1 (stereo partly drawn)
  RmlCD inh 1536: 13
  M. tuberculosis GlmU: -3.4%
> O=C(CSc1nc2ccccc2o1)N1c2ccccc2Sc2ccc(C(F)(F)F)cc21
  RmlCD inh 1536: ·
  M. tuberculosis GlmU: 1.6%
> NNc1nc2ccccc2nc1C(F)(F)F
  RmlCD inh 1536: -2
  M. tuberculosis GlmU: -1.8%
> O=C1NCC(=O)N(Cc2ccccc2)/C1=C/c1ccccc1
  RmlCD inh 1536: 11
  M. tuberculosis GlmU: -1.2%
> COc1ccc(CCC(=O)N2CCN(C3CCCCC3)CC2)cc1
  RmlCD inh 1536: ·
  M. tuberculosis GlmU: 3.6%
> O=c1[nH]nc(-c2ccc(F)cc2)cc1Cc1ccccn1
  RmlCD inh 1536: -7
  M. tuberculosis GlmU: 2.6%
> O=C(O)c1ccc(N2Cc3ccccc3C2)cc1O
  RmlCD inh 1536: ·
  M. tuberculosis GlmU: 1.0%
> Cc1[nH]c2ccccc2c1C(=O)CN1CCCCC1C (stereo not drawn)
  RmlCD inh 1536: 13
  M. tuberculosis GlmU: 0.3%
> CCOC(=O)C1CCN(C(=O)c2sc3nc(-c4ccc(F)cc4)cn3c2C)CC1
  RmlCD inh 1536: ·
  M. tuberculosis GlmU: 5.2%
> O=C(CSc1nnc(Cc2cc(=O)[nH]c(=O)[nH]2)n1-c1ccc(Cl)cc1)N1CCc2ccccc21
  RmlCD inh 1536: -13
  M. tuberculosis GlmU: 1.3%
> Cc1ccccc1NC(=O)c1cn(-c2ccccc2)nc1-c1ccccc1
  RmlCD inh 1536: -12
  M. tuberculosis GlmU: 0.5%
> Cn1c(Cc2ccccc2)nnc1SCC(=O)c1ccc(Br)s1
  RmlCD inh 1536: -2
  M. tuberculosis GlmU: 0.8%
> COc1ccc(C(=O)Nc2cccc(C(=O)N3CCN(C)CC3)c2)cc1
  RmlCD inh 1536: ·
  M. tuberculosis GlmU: 0.1%
> O=C1Nc2ccccc2/C1=C/c1cnc[nH]1
  RmlCD inh 1536: 5
  M. tuberculosis GlmU: 1.5%
> CCCCc1c(O)nc(SCC(=O)N2CCOCC2)[nH]c1=O
  RmlCD inh 1536: -4
  M. tuberculosis GlmU: -3.8%
> COc1cccc(NC(=S)/C(=C(\[O-])c2cc(C)n(-c3ccccc3F)c2C)[n+]2ccc(N(C)C)cc2)c1
  RmlCD inh 1536: 2
  M. tuberculosis GlmU: 0.3%

Part of the list above, with values under each structure:
Order of results – RmlCD inh 1536	M. tuberculosis GlmU
> O=C(CSc1nc2ccccc2o1)N1c2ccccc2Sc2ccc(C(F)(F)F)cc21
→ ·	1.6%
> NNc1nc2ccccc2nc1C(F)(F)F
→ -2	-1.8%
> O=C1NCC(=O)N(Cc2ccccc2)/C1=C/c1ccccc1
→ 11	-1.2%
> COc1ccc(CCC(=O)N2CCN(C3CCCCC3)CC2)cc1
→ ·	3.6%
> O=c1[nH]nc(-c2ccc(F)cc2)cc1Cc1ccccn1
→ -7	2.6%
> O=C(O)c1ccc(N2Cc3ccccc3C2)cc1O
→ ·	1.0%

Among those listed so far, these have four or more nitrogen atoms.
> CCCn1c(SCC(=O)NC2CCCCC2)nnc1-c1ccccn1
  RmlCD inh 1536: -11
  M. tuberculosis GlmU: -2.7%
> CN1CCN(c2ncnc3sc(-c4ccccc4)cc23)CC1
  RmlCD inh 1536: 5
  M. tuberculosis GlmU: 1.1%
> NNc1nc2ccccc2nc1C(F)(F)F
  RmlCD inh 1536: -2
  M. tuberculosis GlmU: -1.8%
> O=C(CSc1nnc(Cc2cc(=O)[nH]c(=O)[nH]2)n1-c1ccc(Cl)cc1)N1CCc2ccccc21
  RmlCD inh 1536: -13
  M. tuberculosis GlmU: 1.3%
> COc1cccc(NC(=S)/C(=C(\[O-])c2cc(C)n(-c3ccccc3F)c2C)[n+]2ccc(N(C)C)cc2)c1
  RmlCD inh 1536: 2
  M. tuberculosis GlmU: 0.3%

Other records follow:
> Cc1ccc(OCC(=O)O/N=C(\N)c2ccccn2)cc1C
  RmlCD inh 1536: -13
  M. tuberculosis GlmU: 6.0%
> CC[N+](CC)(CC#Cc1ccccc1)CC(=O)c1ccc(Cl)cc1
  RmlCD inh 1536: -8
  M. tuberculosis GlmU: 4.3%
> Cc1c(C(=O)c2cccc(F)c2)c2ccccn2c1CCC#N
  RmlCD inh 1536: ·
  M. tuberculosis GlmU: -8.2%
> Cc1ccc(SCC(=O)N2CCOCC2)cc1
  RmlCD inh 1536: 56
  M. tuberculosis GlmU: 5.6%
> Nc1nc(N2CCCCC2)nc2ccccc12
  RmlCD inh 1536: 11
  M. tuberculosis GlmU: ·
> CCOC(=O)C1CCCN(C(=S)NC2CCCC2)C1 (stereo not drawn)
  RmlCD inh 1536: -3
  M. tuberculosis GlmU: -0.9%
> CN(Cc1ccccc1)C(=O)c1nc2ccccn2c1CN1CCC(N2CCOCC2)CC1
  RmlCD inh 1536: ·
  M. tuberculosis GlmU: 0.0%
> CC(C)COC(=O)C(C#N)c1nc2ccccc2nc1N1CCN(Cc2ccc3c(c2)OCO3)CC1 (stereo not drawn)
  RmlCD inh 1536: 10
  M. tuberculosis GlmU: -0.3%
> COc1ccc(C(=O)NCC(=O)OCc2ccc(Br)cc2)cc1
  RmlCD inh 1536: ·
  M. tuberculosis GlmU: -1.6%
> CS(=O)(=O)N1CCN(C2Cc3ccccc3C2)CC1
  RmlCD inh 1536: 5
  M. tuberculosis GlmU: 3.6%
> Cc1cc(OC(=O)c2ccccc2)n(CCC#N)n1
  RmlCD inh 1536: 5
  M. tuberculosis GlmU: 3.1%
> COc1ccccc1NC(=O)N1CCCC1
  RmlCD inh 1536: 9
  M. tuberculosis GlmU: -5.3%
> Cc1cccc(OCCNC(=S)NC(=O)c2cccnc2)c1
  RmlCD inh 1536: -3
  M. tuberculosis GlmU: 3.4%
> Cc1cccc2cc(CN(CC3CCCO3)C(=S)NCc3ccco3)c(=O)[nH]c12 (stereo not drawn)
  RmlCD inh 1536: 3
  M. tuberculosis GlmU: -2.5%
> COC(=O)c1cc(OC)c(OC)cc1NC(=S)N1CCC(C(N)=O)CC1
  RmlCD inh 1536: ·
  M. tuberculosis GlmU: -4.7%
> Cc1cc(=O)[nH]c(N)n1
  RmlCD inh 1536: -7
  M. tuberculosis GlmU: 0.9%
> CC(=O)OC(C(=O)NC1CCCCC1)c1ccncc1 (stereo not drawn)
  RmlCD inh 1536: -3
  M. tuberculosis GlmU: -5.5%
> O=C(c1ccc(Cl)cc1)c1ccc(OCC(=O)N2CCOCC2)cc1
  RmlCD inh 1536: 15
  M. tuberculosis GlmU: 3.8%
> CC(C)C1(C)N=C(c2ncccc2C(=O)O)NC1=O (stereo not drawn)
  RmlCD inh 1536: 14
  M. tuberculosis GlmU: -7.5%
> COc1cc(S(=O)(=O)N2CCN(Cc3ccccc3)CC2)ccc1Br
  RmlCD inh 1536: -10
  M. tuberculosis GlmU: -5.7%
> Cc1cc(C)nc(NC(=O)CSc2nc3ccccc3o2)n1
  RmlCD inh 1536: 106
  M. tuberculosis GlmU: 1.3%
> COc1ccc(S(=O)(=O)NCCSC(C)(C)C)cc1Cl
  RmlCD inh 1536: ·
  M. tuberculosis GlmU: 0.2%
> COCCn1c(C)cc(C(=O)CSc2cc(C)c3ccccc3n2)c1C
  RmlCD inh 1536: 8
  M. tuberculosis GlmU: 4.0%
> CC(C)c1c(C#N)c(N)nc(SCC(=O)c2cc3ccccc3oc2=O)c1C#N
  RmlCD inh 1536: ·
  M. tuberculosis GlmU: -6.1%
> C=CCn1c(Br)nc2c1c(=O)n(C)c(=O)n2C
  RmlCD inh 1536: ·
  M. tuberculosis GlmU: 5.2%

> O=C1c2cccc3c(N4CCCCC4)ccc(c23)C(=O)N1c1cccc(O)c1
  RmlCD inh 1536: 0
  M. tuberculosis GlmU: 2.7%
> CCOc1ccc(NC(=O)Cc2c(O)c3ccccc3[nH]c2=O)cc1
  RmlCD inh 1536: 5
  M. tuberculosis GlmU: 1.6%
> CCOC(=O)N1CCN(S(=O)(=O)c2ccc(C(=O)Nc3ccc4c(c3)C(=O)NC4=O)cc2)CC1
  RmlCD inh 1536: 45
  M. tuberculosis GlmU: 2.1%
> O=C1CC(N2CCN(C/C=C/c3ccccc3)CC2)C(=O)N1Cc1ccc(N2CCCC2=O)cc1 (stereo not drawn)
  RmlCD inh 1536: ·
  M. tuberculosis GlmU: 2.6%
> COc1ccc(CCNC(=O)C2CC(=O)N(c3ccccc3)C2)cc1OC (stereo not drawn)
  RmlCD inh 1536: ·
  M. tuberculosis GlmU: 4.2%
> Cc1ccc(NC(=O)Cn2c(=S)[nH]c3ccccc32)cc1
  RmlCD inh 1536: 10
  M. tuberculosis GlmU: 3.1%
> Cc1c(CCO)c(=O)oc2n[nH]c(-c3ccccc3)c12
  RmlCD inh 1536: -12
  M. tuberculosis GlmU: 2.5%
> Cc1snc(SCC(=O)N/N=C(\N)COc2ccc(F)cc2)c1C#N
  RmlCD inh 1536: 6
  M. tuberculosis GlmU: -1.0%
> Cn1ncc(Oc2ccc([N+](=O)[O-])cc2)c(Cl)c1=O
  RmlCD inh 1536: -3
  M. tuberculosis GlmU: -1.7%
> CCOC(=O)c1ccc(-n2ccnc2)c(NC(=O)c2ccc(C(C)(C)C)cc2)c1
  RmlCD inh 1536: ·
  M. tuberculosis GlmU: -3.8%
> CN(C)c1ccc(/C=C/[N+](=O)[O-])cc1
  RmlCD inh 1536: 7
  M. tuberculosis GlmU: 0.5%
> COc1cc(N2CN=c3s/c(=C\c4ccccn4)c(=O)n3C2)cc(OC)c1OC
  RmlCD inh 1536: ·
  M. tuberculosis GlmU: 0.7%
> COc1cccc(C2CC(c3ccccc3)=NN2S(=O)(=O)c2ccc(C)cc2)c1OC (stereo not drawn)
  RmlCD inh 1536: -4
  M. tuberculosis GlmU: -6.3%
> CC1(C)CC(=O)C(N=Nc2cccc([N+](=O)[O-])c2)=C(O)C1
  RmlCD inh 1536: -4
  M. tuberculosis GlmU: 3.6%
> O=C(Nc1cccc(S(=O)(=O)Nc2ccc(Cl)cc2)c1)c1cc2c(s1)CCCC2
  RmlCD inh 1536: -4
  M. tuberculosis GlmU: 1.3%
> O=c1cc(O)nc(SCc2ccccc2)n1-c1ccc(F)cc1
  RmlCD inh 1536: ·
  M. tuberculosis GlmU: 3.4%
> CNS(=O)(=O)c1cccc2cccnc12
  RmlCD inh 1536: -2
  M. tuberculosis GlmU: 1.5%
> O=C(OCCN1C(=O)CCC1=O)c1ccc(S(=O)(=O)N2CCCCC2)cc1
  RmlCD inh 1536: 8
  M. tuberculosis GlmU: 0.6%
> COc1ccc(C(=O)Nc2ccc3nc4n(c(=O)c3c2)CCCC4)cc1[N+](=O)[O-]
  RmlCD inh 1536: 0
  M. tuberculosis GlmU: 2.9%
> Cc1cc(C)c2c(c1)NC(c1cc3c(cc1Br)OCO3)C1CC=CC21 (stereo not drawn)
  RmlCD inh 1536: -8
  M. tuberculosis GlmU: 1.7%
> COc1ccccc1CP(=O)(c1ccccc1)c1ccccc1
  RmlCD inh 1536: -2
  M. tuberculosis GlmU: -4.7%
> CS(=O)(=O)NN1C(=O)c2ccccc2NC1c1cccs1 (stereo not drawn)
  RmlCD inh 1536: 4
  M. tuberculosis GlmU: 0.5%

Another view of some results above.
SMILES | RmlCD inh 1536 | M. tuberculosis GlmU
Cc1ccc(NC(=O)Cn2c(=S)[nH]c3ccccc32)cc1 | 10 | 3.1%
O=C(Nc1cccc(S(=O)(=O)Nc2ccc(Cl)cc2)c1)c1cc2c(s1)CCCC2 | -4 | 1.3%

Only part of the results is shown; count on the stated rates, not on these rows.
